inhibitors of VEEV = inhibitors of VEEV TC-83 cytopathic effect, confirmation, Vero cells (AID 588727); Vero cells, VEEV TC-83 cytopathic effect inhibition; higher % means a stronger effect; inhibition, % at 20 µM, or IC50 in µM where a hit was titrated; 350,000 compounds, 0.13% hits; in the data active = a potency from the dose series; inconclusive = inhibition mostly from about 14% at the one dose, without a potency; inactive = the rest, 99 in 100 with inhibition below about 12%; note: strong numbers were not always called active
influenza NS1A = H1N1 influenza NS1A inhibitors, functional cell based assay (AID 504329); one-dose inhibition, % at 12.5 µM; IC50 in µM for titrated hits; NS1A functional cell-based assay, percent inhibition; higher % means a stronger effect; 340,000 compounds, 0.3% hits; in the data active = a potency from the dose series; inconclusive = inhibition above about 27% without an active follow-up result; note: strong numbers were not always called active
PhoP GFP inhibition = PhoP regulon inhibitors, Salmonella typhi PhoP promoter GFP reporter, confirmatory (AID 1850); 310,000 compounds, 0.33% hits; one-dose inhibition, % at 50 µM; IC50 in µM for titrated hits; Salmonella Typhi PhoP-promoter GFP reporter, fluorescence, 4 h; higher % means a stronger effect; in the data active = a potency from the dose series; inconclusive = inhibition mostly from about 25% at the one dose, without a potency; inactive = the rest, 99 in 100 with inhibition below about 19%;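 note: 0% = induced wells with vehicle and 100% = uninduced wells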
M. tuberculosis = growth inhibition of non-replicating M. tuberculosis (AID 488890); Mycobacterium tuberculosis non-replicating, growth inhibition; higher % means a stronger effect; inhibition, % at 25 µM; hits with a dose series show IC50 in µM; 320,000 compounds, 0.39% hits; in the data active = a potency from the dose series; inconclusive = inhibition mostly from about 82% at the one dose, without a potency; inactive = the rest, 99 in 100 with inhibition below about 76%;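 note: plate controls were DMSO cells for no effect and high antibiotic wells for full effect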
H37Rv inhibition = M. tuberculosis growth inhibition, HTS (AID 449762) | M. tuberculosis H37Rv growth inhibition, 7H9 media; higher % means a stronger effect | 330,000 compounds, 0.59% hits | one-dose inhibition, % at 25 µM; IC50 in µM for titrated hits; in the data active = a potency from the dose series; inconclusive = inhibition above about 70% without an active follow-up result;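 note: bacterial growth assessed after seven days of incubation; strong numbers were not always called active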
inhibitors of VEEV 10K pilot screen = also measured in inhibitors of VEEV; calls as there; inhibition, %; measured here: 10K pilot screen inhibition
The depositor's hits bear a star; i = inactive; ? = inconclusive; . = no result given.

SMILES	inhibitors of VEEV	influenza NS1A	PhoP GFP inhibition	M. tuberculosis	H37Rv inhibition	others
CCOC(=O)C1=C(N)N(c2cc(S(=O)(=O)N3CCOCC3)ccc2Cl)C(=O)C1	1.4%	2%	4%	-12%	0%
COc1cccc(NC(=O)CSc2nnc3ccc(-c4ccccn4)nn23)c1	9.7%	-12%	.	.	.
CCc1nnc(NC(=O)C2CCCCN2S(=O)(=O)c2ccccc2)s1 (stereo not given)	1.0%	9%	9%	9%	6%
Cn1ncc([N+](=O)[O-])c1C(=O)Nc1ccc2c(c1)OCCO2	1.7%	0%	-6%	22%	6%
CC(C)Oc1ccc(C(=O)NC2CCSc3ccccc32)cc1 (stereo not given)	1.1%	-8%	-8%	7%	4%
Cc1[nH]c2ccccc2c1-c1nc(N)sc1C	0.6%	28%	6%	6%	0%
O=C(C[n+]1ccc(/C=N/O)cc1)NC1CCCCC1	0.7%	-3%	0%	-8%	-4%
CCOC(=O)C1=C(CC)OC(N)=C(C#N)C1c1cccs1 (stereo not given)	i	-11%	4%	9%	5%
CCOC(=O)c1ccccc1NC(=O)c1n[nH]c(=O)c2ccccc12	2.8%	-3%	-4%	16%	-4%
COc1ccccc1NC(=S)NCc1ccco1	1.0%	8%	0%	23%	-3%
C/C=C/c1cc(CN2CCN(c3ccc(OC)cc3)CC2)c(O)c(OC)c1	3.9%	16%	7%	31%	59%
[N-]=[N+]=CC(=O)CNC(=O)[C@@H](Cc1ccccc1)N1C(=O)c2ccccc2C1=O	0.5%	10%	16%	-24%	-4%
COC(=O)[C@]1(Cc2ccccc2)N[C@H](CN(C)C(=O)c2ccccc2)[C@@H]2C(=O)N(C)C(=O)[C@@H]21	i	-4%	.	-5%	-5%
Cc1cc(C)c(S(=O)(=O)N2CCN(S(=O)(=O)N3CCCCCC3)CC2)c(C)c1	i	3%	0%	32%	9%
O=C(NO)C1CC2C=CC1C2 (stereo not given)	0.9%	-12%	2%	-18%	-3%
CN(C)S(=O)(=O)c1ccc(C(=O)OCC(=O)NCc2ccco2)cc1	2.1%	-7%	8%	-3%	-4%
N#CC(c1ccc(Cl)cc1)c1nc2ccccc2nc1C(F)(F)F (stereo not given)	3.2%	10%	-1%	-6%	-1%
CC(=O)c1ccc(NS(=O)(=O)c2ccc(CC(C)C)cc2)cc1	i	-2%	1%	14%	5%
Cc1n[nH]c(=O)c2c(NC(=O)CSc3nc4ccccc4c(=O)n3-c3ccc(OC(F)F)cc3)oc(C)c12	11%	-4%	-1%	-4%	-1%
Nc1nnc(SCC(=O)Nc2cc(F)ccc2F)s1	0.3%	2%	-8%	6%	-2%
CC(=O)NC(C)c1ccc(C(=O)CSc2nnc(C3CC3)n2C2CC2)cc1 (stereo not given)	0.3%	-4%	.	10%	-2%
Cc1cccc(C(=O)NC(C)c2ccc(-n3ccnc3)cc2)c1C (stereo not given)	5.7%	-9%	4%	-3%	-7%
CCn1c(SCC(=O)NC2CCCC2)nnc1C(C)NC(=O)c1ccccc1Br (stereo not given)	i	8%	0%	-1%	-2%
C=CC[C@@H](CC(=O)N(CCO)Cc1ccccc1)C(=O)N[C@H](COC(=O)[C@@H](CC=C)Cc1ccc(F)cc1)Cc1ccccc1	i	-2%	.	27%	15%
COc1ccc(OC)c(-c2csc(NC(=O)C3=COCCO3)n2)c1	9.8%	-8%	-1%	23%	?
COC(=O)CCC(=O)OC1(C)C(=O)C=C2C=C(C3CC3)N(CCCCO)C=C2C1=O (stereo not given)	0.1%	-1%	15%	8%	-1%	inhibitors of VEEV 10K pilot screen=1.5
O=C(c1ccc([N+](=O)[O-])o1)N1CCN(c2nc3ccc(F)cc3s2)CC1	4.8%	-1%	9%	<0.1µM*	?
CC1CCc2cc(F)ccc2N1C(=O)c1ccncc1 (stereo not given)	2.9%	-2%	-6%	-15%	3%
Cc1ccc(NC(=O)C(=O)NCC2CCCN2S(=O)(=O)c2cccs2)cc1C (stereo not given)	6.8%	-4%	-3%	23%	40%
CC(C)c1cc(C(=O)OCC(=O)NC(=O)NCc2ccco2)c(O)c(C(C)C)c1	4.1%	-12%	7%	22%	2%
Cc1ccc(C2C(S(C)(=O)=O)=C(O)C(=O)N2c2ccccc2)cc1 (stereo not given) (tested in a mixture with another compound)	0.8%	-6%	-5%	18%	4%
O=C(O)c1ccccc1OCCOCCOc1ccccc1C(=O)O	0.8%	-1%	3%	-8%	-3%
COc1cccc(OCc2nc(-c3cccc([N+](=O)[O-])c3)no2)c1	4.0%	.	-5%	34%	-4%
Cn1c(=O)c2c(nc(NCCNC(=O)c3ccco3)n2Cc2ccc(F)cc2)n(C)c1=O	i	1%	-1%	4%	-5%
CCOC(=O)c1sc(-c2ccc(Br)cc2)cc1N	i	2%	-12%	16%	12%
COc1ccc(Cl)cc1NC(=S)N1CCN(S(C)(=O)=O)CC1	0.9%	-2%	4%	-2%	0%
O=C(O)/C=C/C(=O)NCCC1=CCCCC1	2.3%	-16%	-10%	35%	2%
CCN1CCCC1CNC(=O)CSCc1nc(-c2ccccc2C)oc1C (stereo not given)	i	-8%	5%	22%	-1%
CCOc1cc2[nH]c(=S)n(CCOC)c(=O)c2cc1OCC	9.5%	3%	1%	-16%	-2%
Cc1cccc(CN2CCC(CNC(=O)C3CCCN(S(=O)(=O)c4cnc[nH]4)C3)CC2)c1 (stereo not given)	i	7%	4%	-5%	-9%
CCC(C)c1ccc(NC(=S)N2CCN(c3ccccn3)CC2)cc1 (stereo not given)	10%	-7%	-4%	24%	-5%
COc1cccc(C(=O)Nc2nc3ccccc3[nH]2)c1	8.8%	-23%	-5%	?	65%
CCOC(=O)c1cnn(-c2ccc(C)cc2)c1N	7.4%	-1%	-19%	.	-6%
O=C(CSc1nnc(-c2ccccc2NC(=O)c2ccccc2)o1)OC1CCCCC1	0.5%	0%	1%	37%	9%
CCCn1c(N)c(C(=O)CSc2nnc(C)n2Cc2ccccc2)c(=O)n(C)c1=O	0.0%	7%	-1%	-2%	-8%
Cc1cc(F)ccc1S(=O)(=O)N1CCC2(CC1)OCCN2S(=O)(=O)c1cccs1	4.9%	-4%	13%	2%	-6%
O=C(Nc1ccc(Cl)c(Cl)c1)C1=Cc2ccccc2OC1	3.8%	1%	-8%	.	64%
COc1ccc(S(=O)(=O)N2CCCCC2)cc1NS(=O)(=O)c1ccc(CNC(C)=O)cc1	1.4%	-8%	.	-1%	-7%
COCOc1ccc(/C=C/C(=O)c2c(OCOC)cc(OCOC)c(CC=C(C)C)c2O)cc1OCOC	.	.	-6%	-4%	-4%
COc1ccc(OCC(=O)c2c(O)c3ccccc3oc2=O)cc1	1.6%	1%	8%	23%	0%
Continued:
SMILES	inhibitors of VEEV	influenza NS1A	PhoP GFP inhibition	M. tuberculosis	H37Rv inhibition	others
CCOC(=O)C1CCN(C(=O)CSC2=NCCS2)CC1	0.3%	4%	3%	73%	4%
CC(=O)c1ccc(NC(=O)CCc2ccc(C)o2)cc1	0.1%	-1%	-3%	i	5%
Cc1cc(N/N=C/c2ccc(O)cc2O)nc(N2CCOCC2)n1	2.9%	4%	3%	.	4%
CC(=O)N1CCCc2cc(S(=O)(=O)N3CCCC(C(=O)NCc4ccc(C)cc4)C3)ccc21 (stereo not given)	i	-3%	1%	15%	-3%
COc1ccc(NC(=S)NC(=NS(=O)(=O)c2ccc(Cl)cc2)c2ccccc2)cc1	7.0%	9%	.	?	10%
Nc1ccc(CNc2ncn[nH]2)cc1	0.1%	13%	2%	-4%	0%
O=C1COc2ccc(C(=O)c3ccccc3C(=O)O)cc2N1	0.7%	3%	-11%	17%	0%
CCNC(=O)c1cnn(-c2ccccc2)c1-c1ccccc1	i	-28%	-9%	-8%	-9%
COc1ccc(OC(C)C(=O)NCCc2nc3ccccc3[nH]2)cc1 (stereo not given)	1.6%	-13%	9%	0%	1%
C1CN(c2nc3nonc3nc2N2CCOCC2)CCO1	.	.	-13%	6%	-2%
Cc1cccc(C)c1OC(=O)CN(c1ccc(Cl)cc1)S(C)(=O)=O	1.4%	10%	-5%	-10%	.
CN(C)c1c2ccccc2nc2c(F)c(F)c(F)c(F)c12	12%	1%	-1%	5.8µM*	6%
CSC[C@H](NC(=O)Cc1c(C)c2cc3c(C)c(C)oc3cc2oc1=O)C(=O)N[C@@H](Cc1ccccc1)C(=O)O	0.8%	3%	11%	9%	0%
O=c1[nH]c(/C=C/c2cccnc2)c([N+](=O)[O-])c(=O)[nH]1	i	3%	8%	-4%	1%
O=C(CS(=O)(=O)c1ccccc1)NCc1ccccc1	0.5%	16%	-10%	-2%	-14%
COc1ccccc1NC(NC(=O)c1cccnc1)C(Cl)(Cl)Cl (stereo not given)	1.1%	0%	-2%	9%	3%
CCC(CC)C(=O)Nc1c2c(nn1-c1ccc(F)cc1)CS(=O)(=O)C2	0.3%	-30%	5%	-8%	-3%
COC(=O)c1cc(COC(=O)COc2ccc(C)c(C)c2)oc1C	0.3%	4%	-7%	41%	6%

Assay outcomes: PubChem BioAssay, Southern Research Specialized Biocontainment Screening Center
